Compound activity as filed in PubChem BioAssay.
D1 ag = activates the human D1 dopamine receptor | 360,000 compounds, 1% hits | activation, % at 2 µM | AID 504660 | HEK293 T-REx D1 cells, calcium flux, agonist mode | P21728; in the data active = activation above about 30%; also: 0% is about no effect
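Inducible HEK293 T-REx D1 cells, force-coupled to calcium signalling, were plated at 4000 cells/well with tetracycline and held overnight at 30 C. After no-wash calcium dye loading, compound-evoked calcium rise over 180 s flagged agonists.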
RXFP1 antagonist = RXFP1 (human) relaxin receptor antagonism; HEK293-RXFP1, relaxin-stimulated cAMP HTRF, 30 min; active compounds read low; activity change, negative = inhibition, % at 57.5 µM; 350,000 compounds, 0.59% hits;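 active = activity change of -60% or lower, but not beyond a set lower limit; inconclusive = change between -60% and -40%, or beyond the set limit; inactive = change above -40%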; also: % is scaled to controls: 0 for no effect and ±100 for the full control effect
D1 antag = antagonists of human D1 dopamine receptor; AID 504652; activity change, negative = inhibition, % at 10 µM; 360,000 compounds, 3.2% hits; HEK293 TREx D1 cells, calcium flux, dopamine EC80; active compounds read low; P21728; in the data active = activity change below about -30%; also: % is scaled to controls: 0 for no effect and ±100 for the full control effect
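After overnight tetracycline induction at 30 C, force-coupled D1 HEK293 cells took up a no-wash calcium dye at room temperature. Compounds were added and monitored 180 s, and the response to EC80 dopamine was then recorded.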
TRHR enhancer = allosteric enhancers of human TRH receptor; P34981; TRHR cells, fluo-8 calcium fluorescence, EC20 TRH enhancement; enhancement, % at 2 µM; 360,000 compounds, 0.66% hits; in the data active = enhancement above about 30%; also: 0% is about no effect
Target sequence (P34981 whole entry, looked up): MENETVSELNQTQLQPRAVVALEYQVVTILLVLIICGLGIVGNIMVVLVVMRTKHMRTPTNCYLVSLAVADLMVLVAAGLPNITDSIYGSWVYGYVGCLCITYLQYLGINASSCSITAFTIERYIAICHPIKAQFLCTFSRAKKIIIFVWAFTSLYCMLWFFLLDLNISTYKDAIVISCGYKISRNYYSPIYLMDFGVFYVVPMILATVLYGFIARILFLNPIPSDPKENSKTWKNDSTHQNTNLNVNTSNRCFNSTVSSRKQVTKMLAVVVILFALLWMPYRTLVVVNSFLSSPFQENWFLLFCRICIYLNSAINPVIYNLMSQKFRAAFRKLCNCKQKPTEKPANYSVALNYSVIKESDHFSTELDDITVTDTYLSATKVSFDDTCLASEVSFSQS
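Enhancer read-out: after compound pinning and an initial kinetic agonist-mode read, an EC20 of TRH (10 nM final) was injected and fluo-8 calcium signal (Ex 480/Em 530) followed at 1 s/cycle for 100 cycles in TRHR-expressing cells.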
RXFP1 ag = agonists of human relaxin receptor RXFP1. AID 2676. 370,000 compounds, 0.3% hits. Potency, µM (doses to about 57.5 µM), without a hit: at the highest dose activation, hits mostly activators. HEK293T-RXFP1 cAMP TR-FRET, 30 min; response scale: percent of porcine relaxin response, buffer zero. Q9HBX9; active = well fitted activation curve with a large enough effect; inconclusive = small, poorly fitted or top-dose-only effect; also: potency is read from the fitted curve at half-maximal effect; % is scaled to controls: 0 for no effect and ±100 for the full control effect; nearly all actives have a fitted effect of over 60% in size; many of its hits are not listed in these tables
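HEK293T cells stably expressing RXFP1 were pretreated with the PDE4 inhibitor Ro 20174, exposed to compounds for 30 min at 37C, lysed, and cAMP was read by TR-FRET. Data normalized to buffer (basal) and 29 nM porcine relaxin (100%).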
D2 agonist = activates the human D2 dopamine receptor | HEK293 T-REx D2 cells, calcium flux agonist mode | activation, % at 2 µM | 340,000 compounds, 0.53% hits;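 active = activation over 3 SD above normal in the single-dose calcium agonist read, cut at about 30% in these data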; also: 0% is about no effect
Target sequence (P14416 whole entry, looked up): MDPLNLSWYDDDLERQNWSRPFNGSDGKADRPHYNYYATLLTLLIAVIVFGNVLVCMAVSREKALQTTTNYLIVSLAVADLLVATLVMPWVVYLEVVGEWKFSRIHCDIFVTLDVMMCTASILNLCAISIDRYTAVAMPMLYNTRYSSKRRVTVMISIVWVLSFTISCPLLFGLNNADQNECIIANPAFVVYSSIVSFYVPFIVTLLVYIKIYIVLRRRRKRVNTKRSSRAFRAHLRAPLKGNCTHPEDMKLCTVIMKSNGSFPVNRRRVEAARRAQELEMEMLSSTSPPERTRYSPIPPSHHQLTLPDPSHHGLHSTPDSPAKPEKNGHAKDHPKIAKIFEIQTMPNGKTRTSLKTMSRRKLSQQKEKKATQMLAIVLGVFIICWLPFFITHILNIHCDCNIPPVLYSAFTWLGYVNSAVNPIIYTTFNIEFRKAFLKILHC
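Tetracycline-induced HEK293 Trex cells with D2 receptor force-coupled to calcium signaling, plated overnight at 30 C and loaded with no-wash calcium dye. Calcium flux read kinetically for 180 s after compound addition; responses flag agonists.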
D1 PAM = potentiators of human D1 dopamine receptor; P21728; HEK293 TREx D1 cells, calcium flux, dopamine EC20 potentiation; potentiation, % at 10 µM; 360,000 compounds, 0.036% hits; AID 504651; in the data active = potentiation above about 30%; also: 0% is about no effect
D2 antag = antagonizes the human D2 dopamine receptor; inhibition, % at 10 µM; HEK293 TREx D2 cells, calcium flux, dopamine EC80; 340,000 compounds, 2% hits; in the data active = inhibition above about 30%; also: 0% is about no effect
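Dopamine at EC80 is the agonist stimulus; test compounds precede it by 180 s. Calcium flux read kinetically in a force-coupled, inducible HEK293 T-REx D2 cell line.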
D2 potentiator = positively modulates the human D2 dopamine receptor allosterically | HEK293 T-REx D2, calcium flux, EC20 dopamine potentiation | 340,000 compounds, 0.34% hits | potentiation, % at 10 µM | P14416;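 active = potentiation over 3 SD above the plate norm, cut at about 30% in these data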; also: 0% is about no effect
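Using a no-wash calcium dye in inducible, force-coupled HEK293 Trex cells expressing D2, we tracked fluorescence each second for 180 s after compound, then for 180 s after EC20 dopamine to detect augmented signalling.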
* = called active by the depositor; ? = inconclusive; · = not tested or not shown; & = joins results of further samples. The list is partial; the hit share may differ from the screen's.

SMILES	D1 ag	RXFP1 antagonist	D1 antag	TRHR enhancer	RXFP1 ag	D2 agonist	D1 PAM	D2 antag	D2 potentiator
O=C1c2cccnc2-c2ncccc21	1	7	-2	-10	-0.5%	·	3	·	·
COc1ccc(C(=O)n2nc(-c3cccnc3)nc2NCc2ccccc2)cc1OC	6	3	4	-3	1.5%	2.1	-3	·	-7
Cc1ccc(OCC(=O)OCC(=O)NC2CCCC2)cc1C	11	-1	-1	19	-0.5%	-0.4	-8	-17	3
CCOc1ccc(-n2cnc3sc4c(c3c2=O)CCCC4)cc1	2	-17	-5	-1	4.2%	0.4	-3	9	-3
Cc1cccc(CC(=O)N2CCCC2)c1	17	-1	16	0	0.8%	0.8	-4	2	1
O=C(Nc1cc(Cl)ccc1-n1cncn1)c1cncc(Br)c1	-2	13	-45*	11	2.4%	0.7	-10	3	6
COc1ccc(-c2nc(CSCC(=O)N3CCN(C(=O)c4ccco4)CC3)c(C)o2)cc1OC	1	-2	5	8	1.9%	1.1	·	16	-6
CC(OC(=O)c1ccccc1OCc1ccc(Cl)cc1)C(N)=O (configuration not stated)	4	-27	-7	-6	-0.6%	0.3	-8	4	-2
Cc1ccnc(N2CCC(C(=O)Nc3ccc4c(c3)OCCO4)CC2)n1	0	-1	-3	-4	-0.3%	0.4	-1	2	5
COc1cccc(C(=O)NNS(=O)(=O)c2ccc(F)cc2)c1	3	1	-20	-2	0.3%	4.4	1	-2	-8
CN1/C(=C/C(=O)C2CC2)C(C)(C)c2ccccc21	4	-6	-13	-6	3.6%	-0.3	-1	5	-4
CC(=O)Nc1cccc(-c2cn3ccccc3n2)c1	1	-8	2	-3	0.8%	0.2	12	-15	-7
S=C(Nc1ccc(Cl)cc1Cl)NC1CCCCC1	-1	-10	-18	-5	0.3%	3.2	-3	7	-7
COc1ccc2ccccc2c1/C=N/NC(=O)c1cccc([N+](=O)[O-])c1	2	-16	-11	-2	-1.8%	0.5	-8	19	-14
CCOC(=O)C(NC(=O)c1ccccc1)(OCc1ccccc1)C(F)(F)F (configuration not stated)	0	4	-20	1	-2.0%	-1.0	2	7	18
COc1ccc(S(=O)(=O)N(CC(=O)Nc2ccc3c(c2)OCO3)c2ccccc2OC)cc1	2	-4	-22	3	2.4%	-0.3	2	4	10
COC(=O)c1ccc(S(=O)(=O)N2C3CCC2CC(NC(=O)C2CC2)C3)cc1 (configuration not stated)	3	-7	-5	5	-1.9%	0.8	-1	-17	7
Cc1cccn2c(=O)c(C=O)c(N3CCN(c4ccc(F)cc4)CC3)nc12	1	1	-16	0	14%	0.8	-3	9	-7
CCC1=C(C(=O)OC)C(c2cc(OC)ccc2OC)C(C#N)=C(N)O1 (configuration not stated)	-1	-17	8	-1	2.6%	-1.1	4	-17	3
CCOc1ccc(N(CC(=O)NC2CCCC2)S(=O)(=O)c2ccccc2)cc1	-3	-3	9	0	-1.7%	-1.2	-6	-10	-1
Cc1cc2oc(C(=O)Nc3nonc3C)c(C)c2cc1C	4	8	9	2	3.7%	-0.6	-3	0	-3
O=C(COC(=O)C1(c2ccc(Cl)cc2)CCCC1)Nc1ncc(C(F)(F)F)cc1Cl	6	-33	12	-7	1.1%	1.4	-3	1	8
CCCNC(=O)c1ccc2c(=O)n(Cc3ccco3)c(=S)[nH]c2c1	1	-12	-12	6	2.2%	6.1	-5	-4	-6
CCOC(=O)[C@H]1[C@H]2COc3ccc(OC)cc3[C@@H]2N2C(=O)c3ccccc3NC(=O)[C@@]12C	0	·	4	1	0.3%	-0.5	-4	10	-17

An excerpt of these results, with values under each structure.
Each structure is followed by: D1 ag | RXFP1 antagonist | D1 antag | TRHR enhancer | RXFP1 ag | D2 agonist | D1 PAM | D2 antag | D2 potentiator
- Cc1cccn2c(=O)c(C=O)c(N3CCN(c4ccc(F)cc4)CC3)nc12
 : 1 | 1 | -16 | 0 | 14% | 0.8 | -3 | 9 | -7
- CCC1=C(C(=O)OC)C(c2cc(OC)ccc2OC)C(C#N)=C(N)O1 (configuration not stated)
 : -1 | -17 | 8 | -1 | 2.6% | -1.1 | 4 | -17 | 3

More entries follow.
SMILES	D1 ag	RXFP1 antagonist	D1 antag	TRHR enhancer	RXFP1 ag	D2 agonist	D1 PAM	D2 antag	D2 potentiator
CCC1=Nc2cc(C(=O)NC(C)c3ccccc3)ccc2Sc2ccc(Cl)cc21 (configuration not stated)	7	·	1	1	1.7%	1.1	-3	·	17
CCN(CC(=O)Nc1ccc2c(c1)OCCO2)C(=O)/C=C/c1ccccc1	4	-4	-26	6	-1.2%	0.4	-10	2	7
CC(=O)c1cc2c(cc1NC(=O)Cn1nc(-c3ccc(F)cc3)ccc1=O)OCO2	1	8	26	-2	0.2%	0.4	-2	18	·
O=C1COc2ccc(C(=O)C[n+]3cccc(O)c3)cc2N1	1	-8	3	3	2.8%	-0.4	-4	3	-10
COC(=O)C(C)Sc1nc2c(cnn2-c2ccc(F)cc2)c(=O)[nH]1 (configuration not stated)	4&0	1	16&-11	6&1	4.5%&-1.1%	-1.3&0.2	-2&0	14	2&2
Cc1ccccc1CS(=O)(=O)c1ncc(Cl)c(C(=O)Nc2nnc(C(C)C)s2)n1	-1	?	8	0	0.2%	-1.2	3	·	1
Cc1occc1-c1nnc(SCC(=O)NC2CC2)n1C	0	5	12	-7	-0.7%	0.5	-4	-2	1
O=C1CC(N2CCN(c3ccccc3Cl)CC2)C(=O)N1c1cccc(F)c1 (configuration not stated)	-2	3	-10	-2	-1.0%	0.4	-1	2	-10
COc1ccc(NC(=O)Cn2c(=O)n(-c3ccccc3)c(=O)c3c4c(sc32)CCCC4)c(OC)c1	4	·	4	-3	7.9%	0.4	3	·	0
O=C(CCn1c(=O)oc2ccccc21)Nc1cccc(Br)c1	4	1	-21	-1	-4.1%	-0.7	-2	14	-14
Cn1c(=O)n(C)c2cc(NS(=O)(=O)c3ccc(Br)s3)ccc21	8	16	5	0	-0.1%	-0.1	-6	-11	-2
COc1cccc(-n2c(SCC#N)nnc2-c2cnccn2)c1	1	4	-9	-7	0.2%	0.5	3	-10	10

Shown with two lines to a compound: 4 of the compounds above
Results follow in this order: D1 ag, RXFP1 antagonist, D1 antag, TRHR enhancer, RXFP1 ag, D2 agonist, D1 PAM, D2 antag, D2 potentiator
Cn1c(=O)n(C)c2cc(NS(=O)(=O)c3ccc(Br)s3)ccc21
 : 8, 16, 5, 0, -0.1%, -0.1, -6, -11, -2
O=C1COc2ccc(C(=O)C[n+]3cccc(O)c3)cc2N1
 : 1, -8, 3, 3, 2.8%, -0.4, -4, 3, -10
Cc1occc1-c1nnc(SCC(=O)NC2CC2)n1C
 : 0, 5, 12, -7, -0.7%, 0.5, -4, -2, 1
COc1ccc(NC(=O)Cn2c(=O)n(-c3ccccc3)c(=O)c3c4c(sc32)CCCC4)c(OC)c1
 : 4, ·, 4, -3, 7.9%, 0.4, 3, ·, 0

Later entries
SMILES	D1 ag	RXFP1 antagonist	D1 antag	TRHR enhancer	RXFP1 ag	D2 agonist	D1 PAM	D2 antag	D2 potentiator
Cc1ccc(NC(=O)CSc2nc3ccccc3nc2Cc2ccccc2)c(Cl)c1	3	·	-1	3	12%	0.9	1	·	-5
CCN(CC)c1ccc(C2C3CCCCC3(O)CCN2CC(=O)N2CCCCC2)cc1 (configuration not stated)	3	-3	-15	1	2.2%	-0.3	7	15	15
Cc1ccc(CC(=O)OCCNC(=O)c2cccnc2)cc1	1	-1	-1	2	-0.7%	-0.5	-4	5	0
COc1ccc(Cl)cc1NC(=O)CSc1cn(CC(=O)N2CCCCCC2)c2ccccc12	3	-11	-2	-3	-0.5%	0.2	-3	·	-3
Cc1occc1C(=O)Nc1nnc(C(F)(F)F)s1	9	6	-30*	-10	5.5%	0.3	1	10	2
CCn1c(Cc2cccn2C)nnc1SCC(=O)c1ccc(C)cc1	0	-7	0	7	1.5%	1.4	-1	-12	11
COc1ccc(S(=O)(=O)Cc2ccc(C(=O)N3CCN(C(=O)c4ccco4)CC3)o2)cc1	3	·	-8	-3	-0.4%	0.2	9	3	-1
O=C(Nc1ccc(N2CCCC2)cc1)c1cccc(Cl)c1Cl	1	-26	-13	3	-0.6%	0.0	-6	6	2
COc1ccc(COC(=O)C2CCN(S(=O)(=O)c3ccc(F)cc3)CC2)cc1	37*	4	-35*	-5	-0.2%	2.0	-2	-28	10
C/C(=N\NS(=O)(=O)c1ccccc1)c1ccc2c(c1)OCO2	5	2	8	-8	1.3%	-1.6	6	0	9
CCOC(=O)N1CCN(S(=O)(=O)c2ccc3[nH]c(=O)oc3c2)CC1	3	21	-11	1	2.6%	0.6	3	-3	8
Cc1cccc(C)c1N1C(=O)CC(N(O)c2ccccc2)C1=O (configuration not stated)	6	4	-31*	-3	2.9%	-0.8	-8	-19	-5
O=c1oc2ccccc2c(NCc2cccc(F)c2)c1[N+](=O)[O-]	9	-1	-3	5	-0.7%	0.7	-5	-10	17
O=C(NCCN1CCOCC1)c1sc2cc(Cl)ccc2c1Cl	8	-4	14	-5	3.4%	-1.2	-10	-11	-13
C=CCOc1ccc(C2=NOC(C(=O)Nc3ccc4c(c3)OCCO4)C2)cc1OC (configuration not stated)	1	-4	2	1	-2.1%	0.2	-9	-5	11
CCn1cc(/C=C/C(=O)Nc2ccn(Cc3c(F)c(F)cc(F)c3F)n2)cn1	10	-15	16	0	3.4%	1.8	-4	6	9
O=C(NCCCCc1ccccc1)C1CC(c2cccc([N+](=O)[O-])c2)=NO1 (configuration not stated)	5	·	-20	-6	-0.6%	·	-7	·	4
COc1cccc(C2C(C(=O)Nc3ccc(C)cc3C)=C(C)Nc3c(C(=O)Nc4cccc(C)c4)cnn32)c1OC (configuration not stated)	3	-15	12	-5	2.8%	·	-7	·	3
COc1cc2c(cc1OC)CN(C(=O)CSc1ccc(F)cc1)CC2	1	2	-87*	-20	2.6%	0.3	-4	61*	-15
COc1ccc(N2CCN(C(=O)C3CCN(S(=O)(=O)c4ccc5c(c4)oc(=O)n5C)CC3)CC2)cc1	2	2	-3	1	2.7%	-0.1	-3	5	1
CCCn1c(C)cc(C(=O)COC(=O)CN=C2NS(=O)(=O)c3ccccc32)c1C	3	-8	3	-1	4.3%	-0.2	-5	-9	9
CC1CCC(N2CC(=O)N(CCC3=CCCCC3)C(c3ccc(F)cc3)C2=O)CC1 (configuration not stated)	-4	-12	-14	17	1.4%	0.8	-1	·	6
CNC(=O)COC(=O)COc1ccc2c(C)cc(=O)oc2c1	4	-2	5	-4	2.1%	0.8	-3	-3	4
CCC(=O)Nc1ccc(C(=O)CSc2nc3ccccc3cc2CC)cc1	17	-5	1	-1	1.6%	1.1	-3	-19	2
Nn1c(SCC(=O)NC2CCCCC2)nnc1-c1ccccc1	1	5	-10	-3	-0.1%	0.4	-2	1	-7
Cc1cccc(NC(=O)CCCn2cc([N+](=O)[O-])cn2)n1	0	17	13	9	1.4%	1.1	-1	10	0
